Screening results: PubChem BioAssay, several laboratories
NS3 helicase inh: HCV NS3 helicase inhibition; NS3 helicase DNA unwinding, Cy5 molecular beacon fluorescence; inhibition, % at 10.9 µM; hit rate 0.56% among 290,000; AID 1800;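 active means inhibition above the mean of all tested compounds plus 3 SD, set per campaign, cut at about 35% in these data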;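 further: 0% = DMSO wells and 100% = thioflavine S control wells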
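test system = hepatitis C virus NS3 helicase domain fragment enzyme | reagent = annealed dual-labelled DNA beacon duplex, ATP-started | times = 1 h at 25 °C | detection = Cy5 fluorescence, 0 and 60 min reads | read-out basis = percent inhibition from t60/t0 fluorescence ratio | control set = DMSO and thioflavine S | replication = one well per compound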
VIM-2 inh: blocks Pseudomonas aeruginosa VIM-2 metallo-beta-lactamase | hit rate 0.89% among 290,000 | AID 1527 | purified VIM-2, nitrocefin hydrolysis, epi-absorbance fluorescence | inhibition, % at 5.6 µM;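 active means inhibition above the mean of all tested compounds plus 3 SD, cutoff set per screening run, cut at about 7.5% in these data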;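 further: red hydrolysis product quenches plate fluorescence so inhibitors raise well fluorescence; 0% = enzyme with DMSO and 100% = DMSO without enzyme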
PHOSPHO1 inh: blocks human PHOSPHO1 phosphatase activity. recombinant PHOSPHO1, absorbance phosphatase assay. inhibition, % at 13.3 µM. Q8TCT1. hit rate 1.1% among 290,000; in the data active means inhibition above about 60%
DNA FID counter: counter-screen for HCV NS3 helicase inhibitors: DNA intercalator displacement. DNA fluorescent intercalator displacement, fluorescence. inhibition, % at 7.9 µM. hit rate 0.17% among 290,000; in the data active means inhibition above about 37%;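 further: 0% = vehicle and 100% = reference compound; higher means more ethidium bromide displaced from hairpin DNA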
p-CIP stab down: compounds decreasing mouse p/CIP protein stability. AID 1984. Q05BA5. hit rate 0.01% among 290,000. decrease of EGFP signal, % at 10 µM. F442A p/CIP-EGFP cells, EGFP fluorescence, 16 h;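 active means EGFP signal decrease of at least 30% at 10 µM or well 3 SD below plate mean, unless failing retest; inactive means the rest, including hits failing retest or dose response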; further: some compounds called inactive have numbers as strong as hits; many of its hits are not listed in these tables
Target sequence (Q05BA5 1-1403): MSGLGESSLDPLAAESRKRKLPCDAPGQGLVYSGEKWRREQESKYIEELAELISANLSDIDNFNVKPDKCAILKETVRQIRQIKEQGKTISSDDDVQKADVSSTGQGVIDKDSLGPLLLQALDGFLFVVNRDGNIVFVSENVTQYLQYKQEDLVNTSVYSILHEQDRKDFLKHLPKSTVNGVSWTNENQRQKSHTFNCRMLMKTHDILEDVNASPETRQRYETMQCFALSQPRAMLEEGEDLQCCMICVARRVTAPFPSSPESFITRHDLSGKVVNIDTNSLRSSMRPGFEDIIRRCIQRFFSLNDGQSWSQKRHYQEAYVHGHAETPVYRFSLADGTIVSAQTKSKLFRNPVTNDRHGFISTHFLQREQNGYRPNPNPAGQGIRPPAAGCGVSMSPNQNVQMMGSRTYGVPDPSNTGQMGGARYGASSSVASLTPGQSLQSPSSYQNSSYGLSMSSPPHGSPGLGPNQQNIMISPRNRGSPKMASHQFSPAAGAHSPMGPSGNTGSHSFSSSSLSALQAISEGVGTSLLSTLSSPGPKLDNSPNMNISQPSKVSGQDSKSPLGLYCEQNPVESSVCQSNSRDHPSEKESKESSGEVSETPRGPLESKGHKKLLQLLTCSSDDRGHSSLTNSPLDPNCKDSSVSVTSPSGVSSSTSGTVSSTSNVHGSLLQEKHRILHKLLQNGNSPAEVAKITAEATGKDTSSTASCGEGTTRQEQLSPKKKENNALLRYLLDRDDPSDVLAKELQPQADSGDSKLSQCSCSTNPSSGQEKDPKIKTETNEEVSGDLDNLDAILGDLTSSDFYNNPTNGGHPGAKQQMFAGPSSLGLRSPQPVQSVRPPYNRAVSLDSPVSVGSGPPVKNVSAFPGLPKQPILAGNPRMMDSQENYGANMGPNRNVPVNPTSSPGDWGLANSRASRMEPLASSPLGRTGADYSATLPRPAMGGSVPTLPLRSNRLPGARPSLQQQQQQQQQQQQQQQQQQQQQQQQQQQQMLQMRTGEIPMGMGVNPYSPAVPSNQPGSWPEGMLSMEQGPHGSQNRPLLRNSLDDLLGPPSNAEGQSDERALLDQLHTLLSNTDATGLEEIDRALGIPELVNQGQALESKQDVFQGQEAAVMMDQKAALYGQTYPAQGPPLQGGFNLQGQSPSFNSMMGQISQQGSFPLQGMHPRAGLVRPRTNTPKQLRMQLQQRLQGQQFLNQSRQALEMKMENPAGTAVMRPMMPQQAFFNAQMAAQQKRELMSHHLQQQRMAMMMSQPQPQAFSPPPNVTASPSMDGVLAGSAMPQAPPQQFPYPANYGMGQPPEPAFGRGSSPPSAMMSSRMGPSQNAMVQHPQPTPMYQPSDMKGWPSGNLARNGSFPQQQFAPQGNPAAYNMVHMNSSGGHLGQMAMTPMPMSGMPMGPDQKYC
MEKK3 PB1 HTS: MEKK3-MEK5 PB1 interaction, increase or decrease; Q99759; bead-based flow cytometry, Alexa488-MEK5 binding to MEKK3; actives lie on both sides; 0 = blocked by unlabeled MEK5, 100 = vehicle; binding response (% of control), % at 10 µM; hit rate 1.4% among 290,000; AID 1529;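 active means binding response more than 3 SD above or below the average of its plate-row segment, actives on both sides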;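 further: Alexa488 bead fluorescence after subtracting the streptavidin-only scavenger bead signal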
IDE cell activ: boosts human insulin-degrading enzyme activity in HEK cells. P14735. FAbeta-B cleavage, fluorescence polarization; 0% vehicle, 100% cell-free pure enzyme wells. activation, % at 5.96 µM. hit rate 0.073% among 340,000. AID 493087;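 active means activation above the mean of all tested compounds plus 3 SD, set per screening campaign, cut at about 17% in these data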
SUMO HTRF inh: inhibitors of human SUMOylation (UBC9); P63279; HTRF SUMOylation assay, SAE1/SAE2 + UBC9, in vitro; inhibition, % at 35 µM; hit rate 0.36% among 290,000; in the data active means inhibition above about 50%, passing the limit was not always enough; further: strong numbers were not always called active
IMP-1 inh: blocks Pseudomonas aeruginosa IMP-1 metallo-beta-lactamase; purified IMP-1, nitrocefin hydrolysis, epi-absorbance fluorescence; inhibition, % at 5.6 µM; hit rate 0.45% among 290,000;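 active means inhibition above the mean plus 3 SD of all compounds in the same screening run, cut at about 4.5% in these data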;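 further: 0% = IMP-1 with DMSO and 100% = DMSO wells lacking enzyme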
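Material – recombinant IMP-1 enzyme, purified · Amount – IMP-1 0.2 nM before substrate addition · Medium – HEPES buffer pH 7.1 with ZnSO4 and Brij 35 · Timing – 25 °C, 15 min preincubation, 25 min reaction · Measured by – plate fluorescence quenching by hydrolysis product, ex 480/em 530 nm · Read-out – percent enzyme inhibition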
An asterisk follows results filed as active. Not all compounds are listed; the hit share may differ from the screen's.

COC(=O)c1nc2ccccn2c1F was read as NS3 helicase inh -2, VIM-2 inh -1.2, PHOSPHO1 inh 30, DNA FID counter 2, p-CIP stab down 6, MEKK3 PB1 HTS 88, IDE cell activ 4, SUMO HTRF inh 2 and IMP-1 inh -1.5.
Nn1c(Cc2ccccc2F)nnc1SCC(=O)Nc1cccc(S(=O)(=O)NC2=NCCCCC2)c1 was read as NS3 helicase inh 4, VIM-2 inh -1.4, PHOSPHO1 inh 16, DNA FID counter -35, p-CIP stab down -17, MEKK3 PB1 HTS 101, IDE cell activ 5, SUMO HTRF inh 12 and IMP-1 inh -1.4.
`CC(C)(C)NC(=O)C(c1ccccn1)N(C(=O)C1CSC(=O)C1)c1ccc(F)cc1` (configuration not stated) gave NS3 helicase inh 7, VIM-2 inh -1.4, PHOSPHO1 inh 32, DNA FID counter -18, p-CIP stab down 0, MEKK3 PB1 HTS 97, IDE cell activ -3, SUMO HTRF inh 6 and IMP-1 inh -1.7.
Cc1cc(-c2c(C)[nH]n(-c3ccccc3)c2=O)n[nH]1 was read as NS3 helicase inh 4, VIM-2 inh -1.2, PHOSPHO1 inh -27, DNA FID counter -2, p-CIP stab down -8, MEKK3 PB1 HTS 112, IDE cell activ 6, SUMO HTRF inh -13 and IMP-1 inh -3.9.
COc1ccc(C2(CNC(=O)c3cccc([N+](=O)[O-])c3)CCOCC2)cc1 was read as NS3 helicase inh 2, VIM-2 inh -2.0, PHOSPHO1 inh -5, DNA FID counter -3, p-CIP stab down 0, MEKK3 PB1 HTS 76, IDE cell activ 9, SUMO HTRF inh 14 and IMP-1 inh -0.4.
`Cn1c(SCC(=O)Nc2ccc(Br)cc2F)nnc1-c1ccco1` gave NS3 helicase inh 0, VIM-2 inh -3.0, PHOSPHO1 inh 45, DNA FID counter -17, p-CIP stab down 0, MEKK3 PB1 HTS 101, IDE cell activ -14, SUMO HTRF inh 8 and IMP-1 inh -3.8.
For COC(=O)C1[C@H]2C(=O)N(Cc3cccs3)C[C@]23C=C[C@H]1O3 (some centres not stated) the results were NS3 helicase inh -3, VIM-2 inh -2.1, PHOSPHO1 inh -16, DNA FID counter 2, p-CIP stab down -2, MEKK3 PB1 HTS 91, IDE cell activ -7, SUMO HTRF inh 8 and IMP-1 inh -2.4.
`Cc1cc(/C=N/NC(=O)CC2(C)OCCO2)c(C)n1-c1cc(Cl)cc(Cl)c1` gave NS3 helicase inh 3, VIM-2 inh -3.1, PHOSPHO1 inh -1, DNA FID counter -20, p-CIP stab down -11, MEKK3 PB1 HTS 112, IDE cell activ -6, SUMO HTRF inh -10 and IMP-1 inh -7.8.
For CC(=O)c1ccc(NC(=O)CSc2ccc(-c3sc(C)nc3C)nn2)cc1 the results were NS3 helicase inh 6, VIM-2 inh 1.5, PHOSPHO1 inh 33, DNA FID counter -22, p-CIP stab down -2, MEKK3 PB1 HTS 103, IDE cell activ -6, SUMO HTRF inh -5 and IMP-1 inh 1.8.
For Fc1ccccc1CSc1nncn1NCc1cccs1 the results were NS3 helicase inh -1, VIM-2 inh -3.1, PHOSPHO1 inh -17, DNA FID counter -12, p-CIP stab down 2, MEKK3 PB1 HTS 109, IDE cell activ 5, SUMO HTRF inh -5 and IMP-1 inh 4.8*.
Screening C[C@@H]1C=C(C(=O)N2CCN(C)CC2)O[C@H](OCc2ccc(CO)cc2)C1 returned NS3 helicase inh 12, VIM-2 inh -2.2, PHOSPHO1 inh 8, DNA FID counter -2, p-CIP stab down 0, MEKK3 PB1 HTS 105, IDE cell activ -1, SUMO HTRF inh -10 and IMP-1 inh -1.4.
Nc1ccc(C(=O)N(CCO)CCO)cc1 was read as NS3 helicase inh -14, VIM-2 inh 2.1, PHOSPHO1 inh 45, DNA FID counter -2, p-CIP stab down -10, MEKK3 PB1 HTS 95, IDE cell activ 0, SUMO HTRF inh 4 and IMP-1 inh -3.4.
For Cc1nn(C)c2ncc(C(=O)c3ccccc3O)cc12 the results were NS3 helicase inh -16, VIM-2 inh -1.3, PHOSPHO1 inh 32, DNA FID counter -12, p-CIP stab down 0, MEKK3 PB1 HTS 103, IDE cell activ 4, SUMO HTRF inh 15 and IMP-1 inh -2.3.
Screening COc1cccc(NC(=O)C2C3C=CC(O3)C2C(=O)NCc2cccnc2)c1 (configuration not stated) returned NS3 helicase inh 2, VIM-2 inh -1.5, PHOSPHO1 inh 7, DNA FID counter 1, p-CIP stab down -19, MEKK3 PB1 HTS 64, IDE cell activ 1, SUMO HTRF inh 27 and IMP-1 inh -3.6.
`O=C(Nc1ccc(F)c(Cl)c1)C1CC(=O)n2c(nc3ccccc32)N1` (configuration not stated) gave NS3 helicase inh -7, VIM-2 inh -4.0, PHOSPHO1 inh 28, DNA FID counter -4, p-CIP stab down -29, MEKK3 PB1 HTS 99, IDE cell activ 6, SUMO HTRF inh 8 and IMP-1 inh -3.9.
Screening CC(=O)N/N=C(/C)c1ccc(NC(=O)c2csc(C)c2C)cc1 returned NS3 helicase inh -6, VIM-2 inh -1.2, PHOSPHO1 inh 32, DNA FID counter -22, p-CIP stab down 0, MEKK3 PB1 HTS 105, IDE cell activ 5, SUMO HTRF inh 10 and IMP-1 inh -3.8.
`c1ccc2c(c1)OCc1cn[nH]c1-2` gave NS3 helicase inh -8, VIM-2 inh -2.5, PHOSPHO1 inh 27, DNA FID counter -7, p-CIP stab down -5, MEKK3 PB1 HTS 93, IDE cell activ 5, SUMO HTRF inh 8 and IMP-1 inh -1.1.
`COC(=O)c1ccc(CON2C(=O)c3ccccc3C2=O)cc1` gave NS3 helicase inh -4, VIM-2 inh -2.4, PHOSPHO1 inh 10, DNA FID counter -1, p-CIP stab down 2, MEKK3 PB1 HTS 106, IDE cell activ -2, SUMO HTRF inh -7 and IMP-1 inh -3.3.
CC(=O)c1cccc(NC(=O)c2sc(Cl)nc2C)c1 was read as NS3 helicase inh 5, VIM-2 inh -0.6, PHOSPHO1 inh 14, DNA FID counter -7, p-CIP stab down -3, MEKK3 PB1 HTS 108, IDE cell activ 7, SUMO HTRF inh 10 and IMP-1 inh -1.3.
For CCn1c2ccccc2c2cc(/C=N/O)ccc21 the results were NS3 helicase inh -3, VIM-2 inh -0.9, PHOSPHO1 inh -1, DNA FID counter 1, p-CIP stab down 2, MEKK3 PB1 HTS 103, IDE cell activ 2, SUMO HTRF inh 3 and IMP-1 inh -2.1.
For CC(=O)c1cccc(NC(=S)NCCc2ccc(F)cc2)c1 the results were NS3 helicase inh -4, VIM-2 inh -2.4, PHOSPHO1 inh 34, DNA FID counter -7, p-CIP stab down -10, MEKK3 PB1 HTS 106, IDE cell activ 0, SUMO HTRF inh 0 and IMP-1 inh -1.9.
`Cc1ccc(CNC(=O)CCCn2c(=O)c3ccccc3n(CC(=O)NCc3ccco3)c2=O)cc1` gave NS3 helicase inh 0, VIM-2 inh -3.1, PHOSPHO1 inh 1, DNA FID counter -4, p-CIP stab down -5, MEKK3 PB1 HTS 92, IDE cell activ -2, SUMO HTRF inh 32 and IMP-1 inh -3.4.
CCOC(=O)C1CCN(Cc2cn[nH]c2-c2ccc(C)cc2)CC1 was read as NS3 helicase inh -8, VIM-2 inh 1.6, PHOSPHO1 inh 16, DNA FID counter 5, p-CIP stab down -4, MEKK3 PB1 HTS 124, IDE cell activ 4, SUMO HTRF inh 5 and IMP-1 inh -0.6.
For Oc1ccc(-c2sc(Nc3ccccc3)n[n+]2-c2ccc(F)cc2)cc1 the results were NS3 helicase inh -7, VIM-2 inh -3.7, PHOSPHO1 inh -7, DNA FID counter -5, p-CIP stab down -5, MEKK3 PB1 HTS 100, IDE cell activ 1, SUMO HTRF inh 4 and IMP-1 inh -4.7.
CSc1nc2ccccc2cc1/C=C(\C#N)c1ccc(Cl)c(Cl)c1 was read as NS3 helicase inh 0, VIM-2 inh -1.1, PHOSPHO1 inh 50, DNA FID counter 0, p-CIP stab down 1, MEKK3 PB1 HTS 95, IDE cell activ 5, SUMO HTRF inh 32 and IMP-1 inh 0.0.
Screening COc1ccc(-c2nnc(NC(=O)CSc3ccccc3)s2)cc1OC returned NS3 helicase inh -2, VIM-2 inh -1.8, PHOSPHO1 inh 7, DNA FID counter 0, p-CIP stab down -2, MEKK3 PB1 HTS 89, IDE cell activ 2, SUMO HTRF inh 24 and IMP-1 inh -1.3.
For COc1cc([N+](=O)[O-])ccc1NC(=S)Nc1cc(C(=O)OC(C)C)cc(C(=O)OC(C)C)c1 the results were NS3 helicase inh -3, VIM-2 inh -2.0, PHOSPHO1 inh -14, DNA FID counter 0, p-CIP stab down -4, MEKK3 PB1 HTS 93, IDE cell activ 2, SUMO HTRF inh -9 and IMP-1 inh -2.7.
Screening CCc1cc(=O)n2c([nH]c3ccccc32)c1C#N returned NS3 helicase inh 0, VIM-2 inh 0.8, PHOSPHO1 inh -1, DNA FID counter 3, p-CIP stab down -9, MEKK3 PB1 HTS 101, IDE cell activ -2, SUMO HTRF inh 18 and IMP-1 inh -0.7.
For C/C(=N/NS(=O)(=O)c1ccccc1)c1ccc(NC(=O)C2CC2)cc1 the results were NS3 helicase inh -7, VIM-2 inh 1.2, PHOSPHO1 inh 23, DNA FID counter -5, p-CIP stab down -10, MEKK3 PB1 HTS 104, IDE cell activ 3, SUMO HTRF inh 15 and IMP-1 inh -1.3.
Screening c1ccc(Cn2nnc3cnccc32)cc1 returned NS3 helicase inh -19, VIM-2 inh -0.9, PHOSPHO1 inh -3, DNA FID counter 13, p-CIP stab down 12, MEKK3 PB1 HTS 83, IDE cell activ -4, SUMO HTRF inh -23 and IMP-1 inh -0.5.
For CCN(C(=O)COC(=O)C(Cc1ccccc1)N1C(=O)c2ccccc2C1=O)C1CCS(=O)(=O)C1 (configuration not stated) the results were NS3 helicase inh -4, VIM-2 inh -4.0, PHOSPHO1 inh 21, DNA FID counter -20, p-CIP stab down -4, MEKK3 PB1 HTS 103, IDE cell activ 2, SUMO HTRF inh 8 and IMP-1 inh -2.5.
For COc1ccc(C(=O)c2c(N)sc3c2CCN(C)C3)cc1 the results were NS3 helicase inh -18, VIM-2 inh -1.5, PHOSPHO1 inh 16, DNA FID counter 0, p-CIP stab down 3, MEKK3 PB1 HTS 96, IDE cell activ 4, SUMO HTRF inh 0 and IMP-1 inh -1.0.
For O=C(Nc1cccc(C(F)(F)F)c1)c1sc(Cl)nc1C(F)(F)F the results were NS3 helicase inh -1, VIM-2 inh -0.3, PHOSPHO1 inh 24, DNA FID counter 3, p-CIP stab down -16, MEKK3 PB1 HTS 103, IDE cell activ 5, SUMO HTRF inh 8 and IMP-1 inh -1.9.
`O=C(CS(=O)(=O)c1ccc(Cl)cc1)NCc1ccccc1` gave NS3 helicase inh 4, VIM-2 inh -2.1, PHOSPHO1 inh 43, DNA FID counter -8, p-CIP stab down 3, MEKK3 PB1 HTS 99, IDE cell activ -2, SUMO HTRF inh 4 and IMP-1 inh -3.8.
